Screening data as filed in PubChem BioAssay.
NR2F2 inh – NR2F2 transcriptional activity inhibitors, primary screen, cell-based, luciferase reporter, HEK293T, luminescence. COUP transcription factor 2 (Homo sapiens), P24468. HEK293T NGFI-A luciferase reporter. inhibition, % at 8.6 µM. 0.7% of 370,000 active;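 active = inhibition above a per-plate cutoff, mean inhibition of test wells between control levels plus 3 SD, cut at about 38% in these data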;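 also: cells cotransfected with COUP-TFII expression vector driving the NGFI-A reporter; 0% = median of COUP-TF2 test wells and 100% = reporter-only cells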
TROY signal inh – inhibitors of TROY-driven NF-kB signaling, primary screen, Q293 LMP1-TROYcd cells, NF-kB luciferase, uHTS | Q293 LMP1-TROYcd NF-kB luciferase reporter, 4 h | inhibition, % at 10 µM | 0.98% of 360,000 active;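 active = compounds whose plate-normalised and pattern-corrected inhibition of the luciferase reporter signal at the single screening dose is 50% or more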
Shn3 3UTR inh – reduction of Shn3 3'UTR firefly luciferase signal, primary screen, Schnurri-3 inhibitor project, cell-based, Clone20 osteoblasts, set 2 | AID 588674, 2011 | inhibition, % at 12.5 µM | 0.52% of 360,000 active | Clone20 osteoblast Shn3 3'UTR firefly luciferase, 24 h;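 active = mean inhibition of at least 75% with every replicate also reaching 75%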;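 also: 0% = median of neutral control wells and 100% = pilot-screen positive control compound; some compounds past the cut are filed as inactive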
NR5A2 inv ag – LRH-1 (NR5A2) inverse agonists, primary screen, cell-based, luminescence, HEK293T, StAR-luciferase reporter; LRH-1 transfected, 24 h; AID 602396, 2012; Nuclear receptor subfamily 5 group A member 2 (Homo sapiens), O00482; 0.13% of 360,000 active; inhibition, % at 3.6 µM;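 active = inhibition above the mean inhibition of all tested compounds plus 3 SD, cut at about 73% in these data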;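 also: 0% = DMSO wells and 100% = reporter-only cells lacking LRH-1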
TWEAK-Fn14 inh – inhibitors of TWEAK-Fn14 signaling, primary screen, luciferase reporter cells, uHTS; TWEAK-stimulated Fn14 reporter cells, luciferase luminescence, 8 h; inhibition, % at 10 µM; 2% of 360,000 active; AID 1159606, 2016; in the data active = inhibition above about 50%
SRC3 inh – SRC3 coactivator transcriptional activity inhibitors, primary screen, cell-based, luminescence; HEK293 GAL4-SRC3 luciferase reporter; inhibition, % at 3.6 µM; 0.17% of 360,000 active; AID 588352, 2011;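 active = inhibition above a per-campaign cutoff, the mean of all compounds plus 3 SD, cut at about 60% in these data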;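 also: 0% = DMSO-treated cells and 100% = gossypol-treated cells at 36 µM; higher means less SRC3-driven luciferase light from the GAL4 reporter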
KKLEB cytotox – cytotoxicity in KKLEB CF airway cells, primary screen, cytotoxicity control for CF NF-kB inhibitor project, cell-based, uHTS, fluorescence assay plates | activity change (cytotoxicity), % at 5 µM | AID 602141, 2011 | KKLEB CF airway cells viability, ATPlite luminescence, overnight; hits give low values; cells stimulated with P. aeruginosa culture filtrate | 0.36% of 360,000 active;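 active = corrected activity change at or below -50% at 5 µM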
C8 TRAIL sens – viability loss with TRAIL in NB7+C8 cells, primary screen, TRAIL sensitizer project, cell-based, ATPlite luminescence. inhibition (viability loss, TRAIL sensitization), % at 10 µM. 1% of 360,000 active;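 active = compounds causing at least 50% loss of cell viability in the single-dose screen, relative to plate controls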
CF NFkB block – inhibitors of PAF-induced NF-kB signaling, primary screen, cell-based, GFP fluorescence, uHTS; KKLEB NF-kB-GFP reporter, GFP fluorescence overnight; inhibition, % at 5 µM; 0.86% of 360,000 active;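 active = at least 50% inhibition at 5 µM, scaled per plate between neutral and stimulator controls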;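 also: PAF is a Pseudomonas aeruginosa culture filtrate used as stimulus; plate controls were PAF-stimulated DMSO wells for no effect and unstimulated DMSO wells for full effect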
EBV LMP1 NFkB – EBV LMP1-driven NF-kappaB luciferase reporter inhibitors, primary screen, cell-based, luminescence, single point | LMP1-induced NF-kappaB luciferase reporter cells | inhibition, % at 12.5 µM | 0.69% of 350,000 active; in the data active = inhibition above about 41%;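 also: 0% = neutral control wells and 100% = reference inhibitor control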
SRC1 inh – SRC1 coactivator transcriptional activity inhibitors, primary screen, cell-based, luminescence; Nuclear receptor coactivator 1 (Homo sapiens), Q15788; HEK293 GAL4-SRC1 luciferase reporter; inhibition, % at 3.6 µM; 0.12% of 360,000 active; AID 588354, 2011;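 active = inhibition above the campaign mean plus 3 SD, with each screening campaign given its own cutoff, cut at about 60% in these data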;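 also: 0% = DMSO treated cells and 100% = gossypol at 36 µM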
Target sequence (Q15788 whole entry, looked up, the tested form may be a part): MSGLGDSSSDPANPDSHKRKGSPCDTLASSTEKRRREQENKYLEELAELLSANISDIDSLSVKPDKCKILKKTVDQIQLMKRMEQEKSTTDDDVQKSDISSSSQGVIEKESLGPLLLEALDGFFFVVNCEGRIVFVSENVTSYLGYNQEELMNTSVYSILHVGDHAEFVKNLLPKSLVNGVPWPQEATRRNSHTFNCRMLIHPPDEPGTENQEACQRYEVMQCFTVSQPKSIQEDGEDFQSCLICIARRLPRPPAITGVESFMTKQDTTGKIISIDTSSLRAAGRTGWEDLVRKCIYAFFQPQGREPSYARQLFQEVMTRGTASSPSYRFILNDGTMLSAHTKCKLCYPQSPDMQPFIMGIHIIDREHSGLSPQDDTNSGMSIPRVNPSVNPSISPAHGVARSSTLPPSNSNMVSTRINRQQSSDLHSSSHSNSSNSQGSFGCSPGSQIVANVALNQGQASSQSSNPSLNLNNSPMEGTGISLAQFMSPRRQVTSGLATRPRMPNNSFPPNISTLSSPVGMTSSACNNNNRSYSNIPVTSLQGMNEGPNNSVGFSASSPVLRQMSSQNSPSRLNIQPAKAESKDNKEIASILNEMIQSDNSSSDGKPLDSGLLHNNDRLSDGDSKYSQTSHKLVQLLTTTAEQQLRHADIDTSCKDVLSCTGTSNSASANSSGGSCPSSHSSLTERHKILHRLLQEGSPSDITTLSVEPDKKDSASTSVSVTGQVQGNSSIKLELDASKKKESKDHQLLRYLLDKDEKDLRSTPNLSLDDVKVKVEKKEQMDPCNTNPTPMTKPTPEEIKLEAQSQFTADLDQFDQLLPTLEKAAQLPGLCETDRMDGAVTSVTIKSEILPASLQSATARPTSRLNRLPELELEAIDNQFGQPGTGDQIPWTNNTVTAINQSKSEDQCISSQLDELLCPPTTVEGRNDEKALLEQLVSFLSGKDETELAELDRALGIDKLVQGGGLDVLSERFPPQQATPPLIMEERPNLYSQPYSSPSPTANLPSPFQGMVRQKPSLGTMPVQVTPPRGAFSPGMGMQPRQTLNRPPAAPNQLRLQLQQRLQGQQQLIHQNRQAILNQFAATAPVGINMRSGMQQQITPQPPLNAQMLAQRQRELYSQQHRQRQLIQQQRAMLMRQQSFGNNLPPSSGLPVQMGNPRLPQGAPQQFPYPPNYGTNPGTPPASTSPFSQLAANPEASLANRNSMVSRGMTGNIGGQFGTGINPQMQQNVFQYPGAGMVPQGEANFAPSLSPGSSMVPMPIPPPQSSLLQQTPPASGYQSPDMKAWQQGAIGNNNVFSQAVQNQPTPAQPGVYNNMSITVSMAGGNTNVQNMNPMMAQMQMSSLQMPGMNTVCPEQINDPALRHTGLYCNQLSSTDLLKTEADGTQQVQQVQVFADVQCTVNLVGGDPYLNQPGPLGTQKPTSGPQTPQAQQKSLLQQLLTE
An asterisk follows results filed as active; nt = no result given.

Sample of the layout:
SMILES	NR2F2 inh	TROY signal inh	Shn3 3UTR inh	NR5A2 inv ag	TWEAK-Fn14 inh	SRC3 inh	KKLEB cytotox	C8 TRAIL sens	CF NFkB block	EBV LMP1 NFkB	SRC1 inh
COc1ccccc1NC(=O)Cc1coc2cc(C)ccc12	-12.4	-67.8	-13.9	-15.8	-8.2	-5.4	-0.3	-5.3	-2.0	-4.7	-5.7
COc1ccccc1CNC(=O)C1CCN(C(=O)N(C)C)CC1	-7.2	1.7	-4.8	-11.1	-1.1	16.4	10.0	-6.0	7.0	-3.1	2.3
Cc1nc2ncccn2c1-c1csc(Nc2cccc(C(=O)O)c2)n1	3.4	16.7	-13.9	5.8	-14.3	-16.5	-3.3	-11.2	-9.4	-0.4	-21.0
Cc1cccc2cc(CN(Cc3ccc(F)cc3)Cc3nnnn3C3CCCC3)c(=O)[nH]c12	-7.9	23.4	35.9	18.1	6.5	5.2	-8.2	-2.7	9.7	-8.5	9.6
CC(=NN(Cc1ccccc1)c1ccccc1)c1ccccc1	-12.2	-20.9	-3.6	6.0	-5.5	-21.9	-0.6	0.9	5.2	3.4	8.5

The listing, previewed entries included:
SMILES	NR2F2 inh	TROY signal inh	Shn3 3UTR inh	NR5A2 inv ag	TWEAK-Fn14 inh	SRC3 inh	KKLEB cytotox	C8 TRAIL sens	CF NFkB block	EBV LMP1 NFkB	SRC1 inh
COc1ccccc1NC(=O)Cc1coc2cc(C)ccc12	-12.4	-67.8	-13.9	-15.8	-8.2	-5.4	-0.3	-5.3	-2.0	-4.7	-5.7
COc1ccccc1CNC(=O)C1CCN(C(=O)N(C)C)CC1	-7.2	1.7	-4.8	-11.1	-1.1	16.4	10.0	-6.0	7.0	-3.1	2.3
Cc1nc2ncccn2c1-c1csc(Nc2cccc(C(=O)O)c2)n1	3.4	16.7	-13.9	5.8	-14.3	-16.5	-3.3	-11.2	-9.4	-0.4	-21.0
Cc1cccc2cc(CN(Cc3ccc(F)cc3)Cc3nnnn3C3CCCC3)c(=O)[nH]c12	-7.9	23.4	35.9	18.1	6.5	5.2	-8.2	-2.7	9.7	-8.5	9.6
CC(=NN(Cc1ccccc1)c1ccccc1)c1ccccc1	-12.2	-20.9	-3.6	6.0	-5.5	-21.9	-0.6	0.9	5.2	3.4	8.5
Cc1ccc(S(=O)(=O)NC(=O)c2ccc(-c3ccc(C)c4ccccc34)o2)cc1	3.6	-14.8	17.1	-1.1	-18.1	-18.2	-4.3	-15.5	-7.1	2.6	-23.5
Cc1ccc(NC(=O)c2sc(N)nc2-c2ccc([N+](=O)[O-])cc2)cc1C	-10.4	-5.5	11.6	-7.0	-13.4	26.2	-11.9	2.2	7.2	-3.6	-3.2
CCOc1cc(/C=N/O)cc(Cl)c1OC	0.5	-15.5	3.0	6.5	-2.3	-22.1	-6.9	7.5	18.3	22.5	-15.9
Cc1ccc(Cl)cc1NC(=O)COC(=O)CC1CC2CCC1C2 (stereo not given)	19.5	-5.2	-17.4	-3.6	-6.9	-0.8	3.5	11.3	6.8	-0.7	1.8
CCCCOC(=O)Nc1ccccc1C(=O)OC	-5.9	-15.2	38.5	11.0	-26.7	-13.3	-11.3	-13.0	5.5	4.6	-22.9
COc1ccccc1NC(=O)CSC1=NC(=O)C(NC(C)=O)C(=O)N1 (stereo not given)	9.7	4.6	4.7	-7.4	-20.8	-1.3	-11.1	-13.5	-3.7	-5.2	-64.8
C/C(=N\NC(=O)CSCc1ccc([N+](=O)[O-])cc1)c1ccccc1O	3.2	-6.4	9.9	13.4	-5.0	1.9	5.1	15.4	-11.1	18.5	11.1
O=C1CCN(CCc2ccccc2)CCN1[C@H](CSc1ccc(Br)cc1)Cc1ccccc1	13.3	2.6	11.7	-22.7	-8.7	0.6	-9.8	23.4	1.8	1.7	-5.3
O=C1CC(N(Cc2cccs2)C(=O)Nc2ccccc2)C(=O)N1c1ccc(Cl)cc1 (stereo not given)	-5.3	8.2	9.1	-7.1	19.9	7.0	-5.8	-7.0	-10.4	-3.8	-4.0
CCN(CC)S(=O)(=O)c1ccc(N2CCCCC2)c(NC(=O)/C=C/c2ccc(OC)c(OC)c2)c1	-2.0	2.1	64.3	3.3	-18.6	3.8	-9.6	4.5	-14.9	9.0	11.6
O=C(NC1=C(Nc2ccc(Cl)cc2)C(=O)c2ccccc2C1=O)c1ccccc1	9.2	21.4	-14.3	0.4	26.9	7.0	-5.7	13.7	6.8	-1.6	4.7
O=C(Cc1ccc([N+](=O)[O-])cc1)Nc1nccs1	13.6	2.1	-22.7	2.4	-1.7	12.9	-1.4	-19.1	-17.6	-2.5	0.2
CCn1ncc(C2=NOC(C(=O)Nc3ccccc3C(=O)OC)C2)c1C (stereo not given)	6.1	8.2	25.7	-12.4	-2.6	20.6	-5.3	12.9	18.4	1.4	-22.3
Cc1cccc(NC(=O)COC(=O)c2nn(-c3ccccc3C(F)(F)F)cc2O)c1C	-5.3	-12.6	-3.0	39.1	-4.2	5.7	-1.0	8.9	13.2	-14.8	10.0
CC(=O)c1cccc(N2C(=O)C3C4CCC(C4=C(C)C)C3C2=O)c1 (stereo not given)	-5.7	3.0	-2.2	14.3	3.7	12.8	-0.9	-0.9	7.7	6.8	-4.3
COc1ccc(CC(=O)OCc2cc3cccc(C)c3[nH]c2=O)cc1	nt	1.8	0.2	12.7	-3.8	5.0	12.2	-2.2	6.1	4.7	0.7
O=C(CSc1ccc2ccccc2c1Br)Nc1cccc(S(=O)(=O)NC2=NCCCCC2)c1	5.7	10.2	8.2	-20.3	20.7	4.4	8.2	-1.4	-17.3	3.4	0.4
Cc1ccc(/C=N/c2sc3c(c2C#N)CCC3)s1	-8.1	6.2	-92.7	-1.0	-1.6	-2.5	3.7	5.1	-4.3	-37.1	-2.4
Cc1cc(CNCCN(C)C)c(C)n1-c1cc(S(=O)(=O)N2CCOCC2)ccc1N1CCCC1	8.1	4.5	6.5	-7.0	-5.5	7.8	21.0	-2.6	-20.2	-0.1	-8.8
O=C(NCC1CCCO1)C(=O)NCC(c1ccco1)N1CCN(c2ccccc2)CC1 (stereo not given)	-4.5	5.6	4.5	0.0	4.0	-0.9	-8.6	4.9	-17.7	-4.0	0.9
CC(=O)Nc1ccc(O)c(-c2nc3ccccc3s2)c1	-20.6	-70.0	-36.5	-47.9	-2.5	-24.3	6.4	0.6	-26.6	-9.6	-38.6
Cc1ccc(-c2csc(SCC(=O)Nc3cc(C)on3)n2)cc1	-3.7	12.7	22.9	-9.7	12.3	-4.0	9.5	2.7	2.5	-3.7	-13.6
CCOC(=O)c1ccc(NC(=S)Nc2ccc(Br)cc2N)cc1	-9.5	6.6	-22.4	-29.8	-14.4	-56.0	4.6	-12.1	20.1	-7.7	-61.7
CC1CCCN(C(=O)c2cccc(S(=O)(=O)NCc3ccccc3)c2)C1 (stereo not given)	9.8	10.8	6.7	0.2	-8.4	-12.1	-10.9	-12.7	13.9	12.0	4.6
CN(c1cccc(NS(=O)(=O)c2ccccc2)c1)S(C)(=O)=O	-13.5	9.1	-4.0	-1.0	7.8	18.8	3.8	-2.8	4.7	1.3	11.3
Cc1cc(=O)oc(C)c1C(=O)NCC(C)C	-4.4	19.8	6.8	-23.5	-6.0	3.0	9.3	-8.0	0.4	-11.5	-39.1
Cc1ccc(C(=O)CC(C(=O)O)c2cn(CCC#N)c3ccccc23)cc1 (stereo not given)	-7.8	-20.7	-8.0	4.0	3.8	6.0	6.9	-1.4	4.6	5.5	-9.9
O=S(=O)(N/N=C\c1cccc(F)c1)c1ccccc1	14.0	-11.6	3.5	1.7	10.4	-3.5	0.5	-11.7	-16.9	-3.6	-2.5
COCCn1c(SCCCC(=O)c2ccc(Br)cc2)nnc1-c1ccncc1	33.3	24.6	63.0	45.8	6.5	23.2	-13.7	11.5	9.9	17.5	29.3
CC(C)(C)n1nc2c(c1NC(=O)c1ccc(C(F)(F)F)cc1)CS(=O)(=O)C2	9.3	7.9	-2.7	6.3	-1.7	24.1	6.1	-0.1	3.9	1.1	-7.9
OCCN1CCN(c2ncnc3sc(-c4ccccc4)cc23)CC1	-1.7	12.6	-8.1	7.8	-17.1	-12.4	-12.4	-5.9	-13.5	-5.7	-10.2
COc1cc(NC(=O)C/C(C)=N/NC(=O)c2cccc(O)c2)c(OC)cc1Cl	-24.6	-6.0	-37.7	4.4	-7.8	-45.4	7.1	9.7	3.1	-6.1	-32.9
COc1ccccc1CN1C(=O)[C@@H]2C(CCC(N)=O)NC3(C(=O)Nc4c3ccc(Cl)c4C)[C@@H]2C1=O (stereo not given in full)	1.6	10.3	10.2	14.3	-1.5	-15.7	-11.4	1.9	-10.1	-1.8	-2.2
C=CCn1c(SCC(=O)Nc2ccccc2OC)nc(O)c(CC)c1=O	-15.2	-7.5	-6.6	-0.2	-0.6	10.5	-13.1	-5.4	4.9	-4.8	-1.1
Fc1ccc(COc2cccc(CNCc3ccncc3)c2)cc1	15.0	27.2	53.3	31.9	12.7	12.4	-3.0	19.3	-30.4	10.0	1.2
Cc1cc(C(C)c2ccccc2)c(O)c(CN2CCOCC2)c1C (stereo not given)	-3.1	4.9	-8.4	-7.5	9.8	-21.2	-7.8	2.6	11.7	4.1	4.5
CCc1nnc(NC(=O)CSc2nnc(-c3ccccc3OC)n2-c2ccc(C)cc2)s1	-14.8	-2.8	-8.9	8.0	-1.9	12.2	-21.7	-3.3	5.4	-2.7	-20.5
O=c1c2ccccc2sn1-c1ccc(S(=O)(=O)N2CCCC2)cc1	2.2	-17.6	-17.2	7.5	-13.5	0.9	-6.0	4.0	7.3	1.5	10.5
COc1ccc(CNC(=O)COC(=O)/C=C/c2ccc(S(=O)(=O)N3CCOCC3)cc2)cc1	-6.8	-6.0	-0.2	-12.4	8.3	11.8	1.1	21.7	8.5	-14.4	9.1
CCOC(=O)c1c[nH]c2c(Cl)c(Cl)ccc2c1=O	-2.4	-22.2	-11.6	0.9	-16.4	9.2	3.3	2.6	-11.9	-8.1	-10.3
CN(C)CCCNC(=S)NCc1ccc(Cl)cc1	-6.5	-16.9	6.9	14.6	2.8	16.9	-13.9	8.2	19.8	-3.3	-28.7

This is a subset. The share of hits here may be higher or lower than overall.
